Assay outcomes (PubChem)
GASC1 inh – inhibitors of GASC-1 (KDM4C) histone demethylase, primary screen, biochemical, single concentration HTS; Lysine-specific demethylase 4C (Homo sapiens), Q9H3R0; GST-KDM4C 2-372, H3K9me3 peptide, LANCE TR-FRET; inhibition, % at 12.5 µM; 96,000 compounds, 0.15% hits; AID 720574, 2013;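 active = mean replicate inhibition above about 25%, with at least 55% of replicates also reaching it, limit read from the data, passing the limit was not always enough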
Target sequence (Q9H3R0 2-372 limits assumed): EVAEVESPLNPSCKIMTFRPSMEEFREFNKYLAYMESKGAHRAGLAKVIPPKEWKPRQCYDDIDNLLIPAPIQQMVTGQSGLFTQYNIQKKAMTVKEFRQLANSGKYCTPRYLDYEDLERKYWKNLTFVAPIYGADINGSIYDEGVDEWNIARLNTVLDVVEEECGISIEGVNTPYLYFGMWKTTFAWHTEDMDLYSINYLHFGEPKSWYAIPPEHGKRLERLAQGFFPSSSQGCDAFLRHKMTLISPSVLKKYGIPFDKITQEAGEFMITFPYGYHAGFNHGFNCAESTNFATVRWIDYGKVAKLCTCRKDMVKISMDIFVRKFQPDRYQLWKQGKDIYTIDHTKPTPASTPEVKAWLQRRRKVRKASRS
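material = GST-tagged GASC-1 (JMJD2C) catalytic fragment, aa 2-372 | amount = enzyme final amount 10 nM | medium = HEPES buffer, pH 7.5, plus ascorbate | also added = H3K9me3 peptide substrate, Fe(II), 2-oxoglutarate | dosing = single dose | times = 30 min demethylation and 1 h detection at room temperature | detection = LANCE TR-FRET | read-out basis = Fall in 671/618 emission ratio as inhibition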
C diff growth – C. difficile growth inhibitors, primary screen, HTS | Clostridium difficile clinical isolate growth, OD600, 24 h; hits give low values | growth activity, negative = inhibition, % at 16 µg/mL (by protocol) | 86,000 compounds, 0.25% hits | AID 1259249, 2017;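 active = mean growth activity at or below -80% and every replicate also at or below -80%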;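 also: 0% = DMSO wells and -100% = levofloxacin 16 µg/mL wells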
Pf Dd2 inh – P. falciparum Dd2 growth inhibitors, primary screen, SYBR Green fluorescence, single dose replicates. activity change, % at 10 µM. AID 1159554, 2015. 72 h; hits give low values. 94,000 compounds, 2.3% hits; in the data active = activity change below about -80%
Tcruzi prolif – T. cruzi intracellular proliferation inhibitors, primary screen, cell-based, beta-gal Tulahuen parasites, NIH3T3 host, luminescence | T. cruzi beta-gal in NIH3T3, GalScreen luminescence, 90 h | inhibition, % at 8.34 µM | 77,000 compounds, 5.9% hits;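 active = mean inhibition above about 93%, with at least 55% of replicates each passing it, limit read from the data, passing the limit was not always enough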
Numbers without * were called inactive; / = not tested or not shown; & = joins results of further samples.

[1] COc1ccc(S(=O)(=O)N(C)C[C@H]2Oc3c(NC(=O)NC(C)C)cccc3C(=O)N([C@@H](C)CO)C[C@@H]2C)cc1
[2] Cc1ccc(S(=O)(=O)Nc2ccc3c(c2)C(=O)N([C@@H](C)CO)C[C@@H](C)[C@H](CN(C)CC2CC2)O3)cc1
[3] C[C@H](CO)N1C[C@H](C)[C@H](CN(C)C(=O)Nc2ccc3c(c2)OCO3)OCCCC[C@H](C)Oc2ccc(NC(=O)c3ccncc3)cc2C1=O
[4] COc1ccc(NC(=O)Nc2cccc3c2O[C@H](CN(C)C)[C@H](C)CN([C@@H](C)CO)C3=O)cc1
[5] O=C(C[C@@H]1CC[C@@H]2[C@H](COC[C@@H](O)CN2C(=O)Nc2ccc(C(F)(F)F)cc2)O1)NCC1CCCCC1
[6] C[C@@H]1CCCCO[C@@H](CN(C)CC2CCCCC2)[C@H](C)CN([C@H](C)CO)C(=O)c2cc(NS(C)(=O)=O)ccc2O1
screen / no.	1	2	3	4	5	6
GASC1 inh	-0.5	-2.0	1.6	0.9	14	1.8
C diff growth	-1	2	-2	-1	58&-80	3
Tcruzi prolif	13	-32	38	/	/	46
Pf Dd2 inh	-17	-7	3	-18	-16	-4

[7] C[C@H]1CN([C@@H](C)CO)C(=O)c2cc(C#Cc3ccc(F)cc3)cnc2O[C@H]1CN(C)C
[8] COc1ccc2c3c(n(C)c2c1)[C@H](CO)NCC31CCN(C(=O)CC2CC2)CC1
[9] COc1ccc(C#Cc2ccc3c(c2)[C@@H]2[C@@H](CCN2S(=O)(=O)c2cccc(OC)c2)[C@@H](CO)N3)cc1
[10] C[C@H]1CN([C@@H](C)CO)C(=O)c2cc(C#Cc3ccccc3F)cnc2O[C@H]1CN(C)C(=O)Cc1ccccc1
[11] CO[C@H]1CN(C)C(=O)c2ccc(NC(=O)C3CC3)cc2OC[C@@H](C)N(Cc2cncnc2)C[C@H]1C
[12] CN1C(=O)c2cc(NC(=O)c3ccc(F)cc3)ccc2OC[C@H]2O[C@H](CC(=O)N3CCOCC3)CC[C@H]21
screen / no.	7	8	9	10	11	12
GASC1 inh	17	0.0	-0.1	0.5	1.2	1.3
C diff growth	2	8	-2	5	/	-5
Tcruzi prolif	59	/	84	48	16	14
Pf Dd2 inh	-34	-51	-44	-55	/	-6

[13] CCS(=O)(=O)Nc1ccc2c(c1)C(=O)N(C)C[C@H](OC)[C@@H](C)CN[C@H](C)CO2
[14] C[C@H](CO)N1C[C@H](C)[C@H](CN(C)Cc2cccnc2)Oc2cc(Br)ccc2S1(=O)=O
[15] CCCC#Cc1cnc2c(c1)C(=O)N([C@H](C)CO)C[C@@H](C)[C@H](CN(C)C(=O)c1cnccn1)O2
[16] C[C@H](CO)N1C[C@H](C)[C@@H](CN(C)C(=O)Nc2ccc(F)cc2)Oc2ccc(NS(=O)(=O)c3ccccc3)cc2C1=O
[17] CCCC#Cc1ccc2c(c1)O[C@H](CN(C)Cc1cccnc1)[C@@H](C)CN([C@H](C)CO)S2(=O)=O
[18] Cc1noc(C)c1NC(=O)Nc1ccc2c(c1)CC(=O)N([C@H](C)CO)C[C@H](C)[C@@H](CN(C)S(C)(=O)=O)O2
screen / no.	13	14	15	16	17	18
GASC1 inh	-0.6	/	-0.4	-1.0	0.5	11
C diff growth	-3	3	0	-4	6	1
Tcruzi prolif	/	/	-47	5	123*	/
Pf Dd2 inh	10	0	-3	-1	-22	24

[19] CC=Cc1ccc2n(c1=O)C[C@H]1[C@H](CO)[C@@H](C(=O)NCc3ccncc3)N(Cc3ccncc3)[C@@H]21 (mixture of isomers)
[20] COc1ccc2c3c([nH]c2c1)[C@H](CO)N(C(=O)c1ccc(F)cc1)CC31CN(C(=O)Nc2ccc(F)cc2)C1
[21] COCC(=O)Nc1ccc2c(c1)OC[C@@H](C)N(Cc1ccccc1F)C[C@@H](C)[C@H](OC)CN(C)C2=O
[22] C[C@@H]1CN([C@H](C)CO)C(=O)c2cc(C#Cc3ccc(F)cc3)cnc2O[C@@H]1CN(C)S(C)(=O)=O
[23] Cc1noc(C)c1NC(=O)N(C)C[C@@H]1Oc2ccc(N(C)C)cc2C(=O)N([C@H](C)CO)C[C@@H]1C
[24] CC(=O)N1CC[C@@H]2[C@H]1c1cc(-c3ccc(C#N)cc3)ccc1N(C)[C@H]2CO
screen / no.	19	20	21	22	23	24
GASC1 inh	5.2	0.5	0.5	3.8	10.0	-1.6
C diff growth	3	13	4	-2	-1	-4
Tcruzi prolif	11	/	11	-2	28	65
Pf Dd2 inh	-2	-34	-62	6	4	0

Taken from above.
Value of cpd 17 under C diff growth: 6
Value of cpd 9 under C diff growth: -2
Value of cpd 15 under GASC1 inh: -0.4
Value of cpd 1 under Tcruzi prolif: 13

Additional entries.
[25] CC(C)(C)[S@](=O)N1Cc2cc(C(=O)N3CCCCC3)nc(-c3cccc(-c4ccc(F)cc4)c3)c2[C@@H]1CCO
[26] O=C(C[C@@H]1CC[C@@H]2[C@H](COC[C@H](O)CN2C(=O)Nc2ccc(Cl)cc2)O1)NCCc1ccncc1
[27] C[C@H]1CCCCO[C@H](CN(C)C(=O)Cc2ccccc2)[C@@H](C)CN([C@@H](C)CO)C(=O)c2cc(NC(=O)C3CCCCC3)ccc2O1
[28] COc1ccc(NC(=O)N(C)C[C@H]2Oc3ccc(NS(=O)(=O)c4cccs4)cc3CC(=O)N([C@@H](C)CO)C[C@@H]2C)cc1
[29] COc1ccc(NC(=O)N(C)C[C@H]2Oc3ccc(NC(=O)Cn4cnnn4)cc3CC(=O)N([C@H](C)CO)C[C@H]2C)cc1
[30] C[C@@H]1CN([C@@H](C)CO)C(=O)Cc2cc(NC(=O)Nc3cccc4ccccc34)ccc2O[C@H]1CN(C)S(=O)(=O)c1ccccc1
screen / no.	25	26	27	28	29	30
GASC1 inh	3.4	-0.6	1.1	0.6	12	-1.9
C diff growth	/	57&37	0	-4	-4	8
Tcruzi prolif	78	99*	48	8	35	34
Pf Dd2 inh	-26	18	-47	16	-1	-18

Whole records as entered above:
`CC(C)(C)[S@](=O)N1Cc2cc(C(=O)N3CCCCC3)nc(-c3cccc(-c4ccc(F)cc4)c3)c2[C@@H]1CCO` across the screens: GASC1 inh = 3.4; C diff growth = /; Tcruzi prolif = 78; Pf Dd2 inh = -26
`COc1ccc(NC(=O)N(C)C[C@H]2Oc3ccc(NS(=O)(=O)c4cccs4)cc3CC(=O)N([C@@H](C)CO)C[C@@H]2C)cc1` across the screens: GASC1 inh = 0.6; C diff growth = -4; Tcruzi prolif = 8; Pf Dd2 inh = 16

(next part)
[31] C[C@@H]1CN([C@@H](C)CO)C(=O)c2cc(C#CC(C)(C)O)cnc2O[C@H]1CN(C)Cc1cncnc1
[32] CCCNC(=O)N(C)C[C@@H]1Oc2cc(C#CC3CC3)ccc2S(=O)(=O)N([C@H](C)CO)C[C@@H]1C
[33] C[C@H]1CN([C@@H](C)CO)C(=O)c2cc(C3=CCCCC3)cnc2O[C@@H]1CN(C)C(=O)Nc1cccc(F)c1
[34] O=C(Nc1ccccc1)N1CCCCN2[C@H](CO)[C@H](c3ccc(-c4ccncc4)cc3)[C@H]2C1
[35] O=C(C1CC1)N1CC2(C1)[C@@H](c1ccccc1)[C@@H](CO)N2C(=O)c1cccnc1
[36] C[C@@H]1CCCCO[C@H](CN(C)S(=O)(=O)c2ccccc2)[C@@H](C)CN([C@@H](C)CO)C(=O)c2cc(NC(=O)Nc3ccc(C(F)(F)F)cc3)ccc2O1
screen / no.	31	32	33	34	35	36
GASC1 inh	0.0	0.2	-1.9	-1.3	2.0	-1.3
C diff growth	5	-4	-6	-4	-4	-11
Tcruzi prolif	42	39	-41	96*	/	103*
Pf Dd2 inh	11	-48	-40	-13	17	-82*

[37] C[C@@H]1CN([C@@H](C)CO)C(=O)c2cc(NC(=O)C3CCCCC3)ccc2O[C@H]1CN(C)Cc1ccc2c(c1)OCO2
[38] C[C@@H]1CCCCO[C@@H](CN(C)Cc2ccccc2)[C@@H](C)CN([C@@H](C)CO)C(=O)c2cc(NC(=O)Nc3ccccc3)ccc2O1
[39] CCCC#Cc1ccc([C@@H]2[C@@H](CO)N3CCCCN(CC4CC4)C[C@H]23)cc1
[40] COCC(=O)Nc1ccc2c(c1)C(=O)N(C)C[C@H](OC)[C@H](C)CN(C(=O)c1ccccn1)[C@@H](C)CO2
[41] COCC(=O)N(C)C[C@H]1Oc2ncc(C#Cc3ccc(OC)cc3)cc2C(=O)N([C@H](C)CO)C[C@@H]1C
[42] C[C@@H]1CCCCO[C@@H](CN(C)Cc2ccccc2)[C@@H](C)CN([C@H](C)CO)C(=O)c2cc(NC(=O)Nc3ccc(F)cc3)ccc2O1
screen / no.	37	38	39	40	41	42
GASC1 inh	3.4	0.5	-1.4	1.9	5.7	-0.4
C diff growth	0	/	8	/	1	6
Tcruzi prolif	-16	/	68	9	-33	101*
Pf Dd2 inh	-4	-34	-42	16	-9	28

[43] O=C(O)C[C@H]1CC[C@H](NC(=O)Nc2ccccc2)[C@H](CO)O1
[44] C[C@@H]1CN([C@H](C)CO)S(=O)(=O)c2ccc(-c3ccccc3)cc2O[C@@H]1CN(C)C(=O)Cc1ccccc1
[45] COCCNC(=O)C[C@H]1CC[C@@H]2[C@H](COC[C@H](O)CN2Cc2ccc(Cl)c(Cl)c2)O1
[46] C[C@H](NC(=O)C[C@@H]1C[C@H]2c3cc(NC(=O)C4CCC4)ccc3O[C@H]2[C@H](CO)O1)c1ccccc1
[47] COc1ccc(S(=O)(=O)N(C)C[C@@H]2Oc3c(NS(=O)(=O)c4cn(C)cn4)cccc3C(=O)N([C@H](C)CO)C[C@@H]2C)cc1
[48] CCCC#Cc1ccc2c(c1)O[C@@H](CN(C)C(=O)c1cccnc1)[C@H](C)CN([C@H](C)CO)S2(=O)=O
screen / no.	43	44	45	46	47	48
GASC1 inh	0.4	0.6	2.2	0.0	-3.0	-0.4
C diff growth	/	6	-2&-9	-1	1	-4
Tcruzi prolif	47	/	/	16	7	54
Pf Dd2 inh	14	-7	1	-10	29	-8

[49] O=C(C[C@H]1CC[C@@H](NC(=O)c2cccc(F)c2)[C@@H](CO)O1)NCc1ccccc1
[50] CC(=O)N(C)C[C@@H]1Oc2ncc(C#Cc3ccccn3)cc2C(=O)N([C@H](C)CO)C[C@H]1C
[51] C[C@@H]1CN([C@@H](C)CO)S(=O)(=O)c2ccc(-c3cccc(C#N)c3)cc2O[C@H]1CN(C)C(=O)c1cccnc1
[52] Cc1ccc(S(=O)(=O)NCC[C@H]2CC[C@H](NC(=O)CC3CC3)[C@H](CO)O2)cc1
[53] N#C[C@@H]1[C@@H](c2ccccc2-c2cccc(F)c2)[C@H](CO)N1C(=O)NC1CCCC1
[54] Cc1cc(C(=O)Nc2ccc3c(c2)C(=O)N(C)[C@H]2CC[C@@H](CC(=O)N[C@H](C)c4ccccc4)O[C@@H]2CO3)no1
screen / no.	49	50	51	52	53	54
GASC1 inh	-2.2	0.1	-0.1	-0.9	-0.6	1.4
C diff growth	0	-2	-4	/	-3	2
Tcruzi prolif	-7	46	39	-10	/	27
Pf Dd2 inh	9	-19	-4	11	-13	-14

[55] COCC(=O)N[C@@H]1C=C[C@H](CC(=O)NCc2ccc(Cl)cc2)O[C@H]1CO
[56] COc1ccc(S(=O)(=O)Nc2ccc3c(c2)C(=O)N([C@H](C)CO)C[C@H](C)[C@H](CN(C)C(=O)CCC(F)(F)F)OCCCC[C@H](C)O3)cc1
[57] CO[C@@H]1CN(C)C(=O)c2ccc(NC(=O)Nc3ccccc3F)cc2OC[C@H](C)N(C)C[C@@H]1C
[58] CN1CCN(C(=O)C[C@H]2C[C@H]3c4cc(NC(=O)Cc5ccncc5)ccc4O[C@H]3[C@H](CO)O2)CC1
[59] CN1CCN(C(=O)C[C@H]2CC[C@@H]3[C@H](COc4ccc(NC(=O)C5CC5)cc4C(=O)N3C)O2)CC1
[60] C[C@@H]1CN([C@@H](C)CO)C(=O)Cc2cc(NC(=O)Cc3ccccc3)ccc2O[C@@H]1CN(C)Cc1ccc(C(F)(F)F)cc1
screen / no.	55	56	57	58	59	60
GASC1 inh	-1.0	-3.5	0.1	1.0	-4.4	-0.2
C diff growth	/	-3	-2	/	-2	-2
Tcruzi prolif	-66	-56	12	7	11	39
Pf Dd2 inh	6	-3	-6	30	17	-13
